A549 viability – A549 cytotoxicity, counter-screen for Nrf2 inhibitors | A549 ARE-Fluc cells, CellTiter-Fluor viability, 18-24 h | actives 0.16% (n = 390,000) | Potency, µM (doses to about 46 µM), inactives show top-dose activity change, negative = cytotoxicity, actives largely listed as inhibitors; further: potency means the concentration at half of the fitted maximal effect; on the % scale 0 is the no-effect control and ±100 the full control effect
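Cytotoxicity counterscreen: CellTiter-Fluor fluorescence was measured in A549 ARE_Fluc cells after 18-24 h of compound exposure in a concentration series. The subsequent BugLite luminescent read reports ARE-luciferase activity.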
CCT modulator – cytosolic chaperonin activity modulation; AID 651819; purified chaperonin ATPase assay, HTRF ADP detection, 30 min; actives 0.3% (n = 360,000); activity change, % (no concentration beside the values), hits read low; in the data active means activity change below about -30%; further: on the % scale 0 is the no-effect control and ±100 the full control effect
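Enzyme 40 or 20 nM (batch-dependent) in Tris pH 7.4/KCl/MgCl2/DTT; cpd 76 uM single point; ATP 10 uM; 30 min 37 °C; Transcreener ADP HTRF detection, 30 min RT; ratio 665/615.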
Nrf2 block – inhibitors of Nrf2 signaling; A549 ARE-Fluc reporter, luciferase luminescence, 18-24 h; actives 2.1% (n = 360,000); Potency, µM (highest dose often 46 µM), for the others: at the highest dose activity change, negative = inhibition, most hits filed as inhibitors; further: potency means the concentration at half of the fitted maximal effect; on the % scale 0 is the no-effect control and ±100 the full control effect; nearly all actives have a fitted effect of over 60% in size
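Two sequential reads on A549 ARE_Fluc cells exposed to compound for 18-24 h: a CellTiter-Fluor fluorescence read for viability, then a luciferase luminescence read for Nrf2/ARE activity.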
Abeta rescue – A-beta toxicity reversal in yeast. Potency, µM (highest dose often 46.1 µM), for inactives: top-dose growth rescue, hits mostly activators. actives 0.063% (n = 410,000). AID 1347071. yeast expressing A-beta42, growth rescue, OD600, 48 h; response scale: 0% DMSO, 100% iron-clioquinol control; further: potency means the concentration at half of the fitted maximal effect; nearly all actives have a fitted effect of over 55% in size
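Growth rescue measured by 600 nm absorbance after 48 h yeast culture at 30 C with compound. Values normalized between DMSO and an equimolar ferric chloride plus clioquinol control.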
HepG2 viability – counter-screen for TGF-b inhibitors: cytotoxicity in HepG2 cells. HepG2 CAGA-GFP viability, ATP luminescence, 18 h. Potency, µM (titrated, usually from 46.1 µM), inactives show at the top dose activity change, negative = cytotoxicity, most hits filed as cytotoxic. actives 0.76% (n = 410,000). AID 588856; further: potency means the concentration at half of the fitted maximal effect; some results filed as inactive show a strong effect at the top dose
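CellTiter-Glo luminescence gave cytotoxicity after 18 hours at 37 degrees C. The cells were HepG2 CAGA-GFP in 1% FBS DMEM, stimulated with 500 pg/mL TGF-beta after compound addition. %Activity was normalised to no-cell wells (complete cell-killing) and DMSO (no toxicity), and curves were fitted and classified.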
TGFb SMAD3 inh – blocks TGF-b signaling; Potency, µM (series often up to 46.1 µM), without a hit: top-dose activity, negative = inhibition, actives largely listed as inhibitors; HepG2 CAGA-GFP TGF-b/SMAD3 reporter, GFP fluorescence, 18 h; TGF-beta stimulated, 500 pg/mL final; actives 1.2% (n = 410,000); further: potency means the concentration at half of the fitted maximal effect; on the % scale 0 is the no-effect control and ±100 the full control effect; nearly all actives have a fitted effect of over 65% in size
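Per well, imaged GFP fluorescence of HEPG2 CAGA-GFP cells gives the signal; cells get compound, then TGF-beta (500 pg/mL final), 18 h at 37 degrees C; %Activity versus -TGF-beta and +DMSO controls.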
MmCpn inh – blocks the Methanococcus maripaludis chaperonin Mm-Cpn | purified Mm-Cpn ATPase, ADP Transcreener TR-FRET | Potency, µM (series often up to 76.9 µM), for inactives: at the highest dose activity, negative = inhibition, actives largely listed as inhibitors | AID 504842 | actives 0.031% (n = 330,000); further: potency means the concentration at half of the fitted maximal effect; on the % scale 0 is the no-effect control and ±100 the full control effect; nearly all actives have a fitted effect of over 80% in size
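Purified archaeal chaperonin (25 nM final) was preincubated with compound for 10 min at 37°C, then ATP (10 uM final) was added for 30 min at 37°C in Tris pH 7.4/KCl/MgCl2/DTT buffer. ADP was quantified by HTRF Transcreener TR-FRET.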
Akt phos inh – blocks phosphorylation of Akt; Neuro2A IGF-stimulated pAkt S473 HTRF, 20 min; hits give low values; activity change, % for hits at 50 µM; actives 0.32% (n = 360,000); in the data active means activity change below about -80%; inconclusive means mostly about -51% to -80%; further: on the % scale 0 is the no-effect control and ±100 the full control effect
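Neuro2A cells (4,500/well, DMEM with 0.5% FBS) were treated with compound at a single 50 µM final concentration, stimulated with 6 nM IGF for 20 min at 37 °C, and lysed. Phospho-Akt Ser473 was read by HTRF as 665/615 ratio ×10^4.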
Nrf2 activator – Nrf2 pathway activation; AREc32 ARE-luciferase reporter (MCF7-derived line), luminescence, 24 h; Potency, µM (titrated, usually from 46.1 µM), for the others: at the top dose activation, actives largely listed as activators; actives 0.31% (n = 410,000); AID 624171; further: potency means the concentration at half of the fitted maximal effect; % of control where 0% means no effect; nearly all actives have a fitted effect of over 65% in size
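AREc32 cells carrying an ARE-driven firefly luciferase, 1000 cells/well in OPTI-MEM with 5% FBS, dosed after overnight attachment and incubated 24 hr at 37 deg C. Steady-Glo luminescence read after 30 min at RT.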
* hit, by the source's call; i = inactive; u = inconclusive; x = no result given; & = joins results of further samples; [ ] = another dose, or the depositor's remark. Unless noted, the call rests on the fitted dose curve; in most records, active means well fitted curve in the direction sought with a large enough effect; inconclusive means small, poorly fitted or top-dose-only effect, or another doubt; inactive means no such curve, though single readings can be large; an effect the other way counts as inactive or inconclusive.

compound	A549 viability	CCT modulator	Nrf2 block	Abeta rescue	HepG2 viability	TGFb SMAD3 inh	MmCpn inh	Akt phos inh	Nrf2 activator
CCc1ccccc1Nc1nc2ccccc2n2cnnc12	-14%	x	5%	-21%	3%	-6%	x	x	6.7%
C=CCc1cc(/C=C2/NC(=S)NC2=O)cc(OC)c1O	0%	-8.2	-2%	6%	3%	7%	-5%	i	19%
O=C(CN1C(=O)c2ccccc2S1(=O)=O)Nc1ccccc1	2%	-0.2	-12%	21%	1%	-16%	1%	i	-0.8%
O=C(CCNS(=O)(=O)c1ccc(OC(F)(F)F)cc1)NCCc1c[nH]c2ccccc12	0%	-2.1	u	-1%	-19%	-19%	1%	i	0.5%
O=C(Nc1ccc(Br)c2ccccc12)c1ccc2ccccc2c1O	u	-3.3	u	-57%[inhibitor]	2%	u	u	i	-1.2%
Cc1cc(-c2nn(-c3ccccc3F)cc2CNCCc2cnc[nH]2)c(C)s1	-3%	-1.4	-2%	x	-39%	u	-1%	i	3.3%
Cc1cc(C)cc(NC(=S)N=Nc2c(O)n(C)c3ccc(S(=O)(=O)N4CCOCC4)cc23)c1	-30%	-2.9	u	-7%	-18%	u	-11%	i	2.3%
CCOC(=O)C1=C(CC)Nc2ccccc2N=C1NC(=O)Cn1cnc2ccccc2c1=O	1%	-0.1	13%	-6%	-2%	-14%	0%	i	0.7%
Cc1cc(C)cc(Nc2ccc([N+](=O)[O-])nc2[N+](=O)[O-])c1	-5%	-2.0	0%	3%	0%	-9%	0%	i	-1.1%
O=C(NCc1ccccc1)c1cccc(NC(=O)N2CCSc3ncccc32)c1	0%	x	-16%	2%	9%	0%	x	x	0.3%
COc1ccc(-c2nc(CS(=O)(=O)CC(=O)NCc3cccc(F)c3)c(C)o2)cc1	9%	0.6	-4%	-12%	-20%	-14%	-9%	i	-0.2%
CCN(CCCNC(=O)CCCn1c(=O)[nH]c2ccccc2c1=O)c1cccc(C)c1	-2%	0.8	-22%	-2%	-24%	3%	0%	i	-0.4%
Cc1cc(N2C(=O)C(O)=C(C(=O)c3cc4ccccc4o3)C2c2cccc(Cl)c2)no1 (centres undefined)	u	-0.8	u	-14%	-3%	-8%	-14%	i	0.2%
CC(=O)N1C(=O)C2(Nc3ccccc3N2)c2ccccc21	2%	-1.6	x	11%	6%	0%	x	i	0.2%
CCOc1ccc(NC(=O)N2CCC(NC(=O)C(Cc3ccccc3OC)NC(C)=O)CC2)cc1 (centres undefined)	-3%	-0.2	2%	-1%	-7%	-1%	0%	i	-0.2%
O=C(N/N=C1\CCCc2ccccc21)C(O)c1ccccc1 (centres undefined)	2%	-1.6	5%	10%	-8%	u	1%	i	0.1%
COc1ccc(Cc2nnc3n2N=C(c2cc4ccccc4o2)CS3)cc1OC	-2%	-1.2	u	-2%	0%	-7%	x	i	0.6%
Cc1cnc(C(=O)OCC(=O)NC23CC4CC(CC(C4)C2)C3)cn1	-1%	-0.9	2%	-4%	2%	5%	-1%	i	-0.9%
CCN(Cc1ccccc1)C(=O)CCS(=O)(=O)c1ccc2c(c1)oc(=O)n2C	6%&14%	1.1	40%&15%	-1%&-16%	-20%&19%	u	2%	i	0.4%&0.1%
COc1cccc(-c2cc(C(=O)N3CCN(Cc4ccc5c(c4)OCO5)CC3)on2)c1	6%	-2.1	-9%	28%	-24%	2%	1%	i	0.2%
Cc1nn(-c2ccccc2)c2sc(C(=O)OC3CCOC3=O)cc12 (centres undefined)	-3%	-3.4	-13%	-21%	3%	4%	-6%	i	-0.4%
COc1cccc(N2CCN(C(=O)CN(c3ccc(C)cc3)S(=O)(=O)c3c(C)n[nH]c3C)CC2)c1	-10%	0.6	-29%	1%	-60%	-12%	-1%	i	3.0%
Cc1ccc(/C=N\n2c(-c3ccccc3)n[nH]c2=S)s1	-7%	0.3	-8%	10%	1%	-4%	1%	i	2.5%
CCN(CC)c1cc2c(cc1F)c(=O)c(S(=O)(=O)c1ccc(OC)cc1)cn2CC	5%	x	-7%	-11%	-4%	3%	x	x	-0.2%
Cc1cccc(-c2noc(CNC(=O)c3ccoc3C)n2)c1	1%	0.4	-9%	-8%	-8%	-6%	-1%	i	-0.4%
CCOc1ccc(NC(=O)c2cnc3sc(N4CCOCC4)nn3c2=O)cc1	0%	x	1%	-16%	-17%	-33%	x	x	0.3%
CN(Cc1nc(-c2cnccn2)no1)Cc1n[nH]c2c1CCCCC2	1%	-0.1	4%	1%	-4%	1%	2%	i	0.3%
CC(C)NC(=O)N(C)C[C@H]1Oc2ccc(NC(=O)Nc3ccc4c(c3)OCO4)cc2C(=O)N([C@H](C)CO)C[C@@H]1C	0%	-1.2	-3%	2%	0%	-10%	1%	i	-0.4%
CN(Cc1cccc(-n2cccn2)c1)Cc1cn(C)nc1-c1ccccc1F	15%	-3.1	0%	-5%	-3%	u	2%	i	-0.2%
Cc1n[nH]c(C)c1S(=O)(=O)N1CCCC(C(=O)Nc2ccc(Cl)cc2)C1 (centres undefined)	0%	x	u	-20%	-5%	u	x	x	0.4%
c1cc2c3c(cccc3c1)NC1(CCCCCC1)N2	-11%	0.4	-10%	-28%	-29%	23%	0%	i	2.1%
Cc1cc[n+]2n1CC(O)C2 (centres undefined)	-2%	-1.2	-2%	3%	-21%	-21%	1%	i	0.1%

Look-ups from above.
CCT modulator, `Cc1cccc(-c2noc(CNC(=O)c3ccoc3C)n2)c1` stands at 0.4
CCT modulator, `CN(Cc1nc(-c2cnccn2)no1)Cc1n[nH]c2c1CCCCC2` stands at -0.1

Full records, quoted from the list. Screens in order: A549 viability | CCT modulator | Nrf2 block | Abeta rescue | HepG2 viability | TGFb SMAD3 inh | MmCpn inh | Akt phos inh | Nrf2 activator
CCOc1ccc(NC(=O)c2cnc3sc(N4CCOCC4)nn3c2=O)cc1 reads 0% | x | 1% | -16% | -17% | -33% | x | x | 0.3%
c1cc2c3c(cccc3c1)NC1(CCCCCC1)N2 reads -11% | 0.4 | -10% | -28% | -29% | 23% | 0% | i | 2.1%
Cc1cc[n+]2n1CC(O)C2 (centres undefined) reads -2% | -1.2 | -2% | 3% | -21% | -21% | 1% | i | 0.1%
CN(Cc1nc(-c2cnccn2)no1)Cc1n[nH]c2c1CCCCC2 reads 1% | -0.1 | 4% | 1% | -4% | 1% | 2% | i | 0.3%
CC(C)NC(=O)N(C)C[C@H]1Oc2ccc(NC(=O)Nc3ccc4c(c3)OCO4)cc2C(=O)N([C@H](C)CO)C[C@@H]1C reads 0% | -1.2 | -3% | 2% | 0% | -10% | 1% | i | -0.4%

The results go on:
compound	A549 viability	CCT modulator	Nrf2 block	Abeta rescue	HepG2 viability	TGFb SMAD3 inh	MmCpn inh	Akt phos inh	Nrf2 activator
CC(=O)OC(COc1ccc(F)cc1)Cn1cnc2ccccc21 (centres undefined)	0%	-4.1	15%	-13%	-1%	-2%	0%	i	5.9%
O=C(Nc1ncccc1O)c1ccc(Cl)c(S(=O)(=O)N2CCCCCC2)c1	-3%	-2.4	10%	-45%[inhibitor]	-24%	-2%	-1%	i	0.2%
CCn1nc(CC(=O)Nc2ccc(-n3cnnn3)c(C)c2)c2ccccc2c1=O	-1%	-1.2	15%	17%	0%	13%	0%	i	-0.8%
Cc1nc(CN2CCN(Cc3nc(C(c4ccccc4)c4ccccc4)no3)CC2)cs1	-6%	-0.2	4%	-1%	-8%	5%	-8%	i	-0.2%
CCCCCN1C(C(=O)c2ccccc2)=C(OC(=O)CC)c2ccccc2S1(=O)=O	u	x	5.8µM*	-44%[inhibitor]	11µM*	u	x	x	-2.0%
O=[N+]([O-])c1ccc(CN2CCC(Cc3ccccc3)CC2)cc1	0%	-1.8	2%	5%	-27%	-18%	-2%	i	0.5%
CCCOc1ccc2c(c1)C(=NN=C(N)N)c1cc(OCCC)ccc1-2	-25%	-2.6	4%	-21%	-104%	u	1%	i	-2.8%
Cc1cc(C)c2nc(N3CCOCC3)c(C#N)cc2c1	8%	1.9	1%	-27%	-15%	14%	-1%	i	-0.6%[9.22 µM]
Fc1ccccc1C(NCCc1ccc(Cl)cc1)c1nnc(-c2ccccc2)o1 (centres undefined)	5%	x	0%	-22%	-15%	u	x	x	5.0%
CN(C(=O)CCNC(=O)N1CC(=O)Nc2ccccc21)C1CCCCC1	6%	-0.3	7%	11%	-76%	15%	-5%	i	-0.5%
O=S(=O)(NCCOc1ccccc1F)c1ccc(Cl)cc1F	6%	1.4	11%	0%	1%	-12%	1%	i	0.0%
N/C(=N\OC(=O)CCCOc1ccccc1)c1ccc(Br)cc1	-1%	-0.8	-1%	24%	-24%	u	-6%	i	-0.4%
C=CCN(c1ccccc1)S(=O)(=O)c1ccc2c(c1)N(C(C)=O)CCO2	1%	0.2	8%	7%	-9%	-6%	1%	i	0.4%
COc1ccccc1NS(=O)(=O)c1cc(NC(=O)CCC(=O)c2cccs2)ccc1Cl	-17%	-2.1	8.2µM*	0%	-16%	-19%	u	i	0.1%
CC(=O)Nc1nc(C)c(C(C)=O)s1	-3%	0.8	0%	10%	0%	0%	-21%	-106%*	-0.3%
